Source: PubChem BioAssay
RGS7-Gao reg = regulators of human RGS7-Galphao interaction | Multiplexed bead flow cytometry, RGS7-Galphao binding; actives lie on both sides | binding response (% of control), % at 10 µM | 220,000 compounds, 0.35% hits | P09471; in the data active = binding response below about 49% or above about 150%; inconclusive = no clear call, values can overlap the other calls; inactive = in between;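 also: fluorescent Galphao held in activated GDP-AlF4 state binding bead-coupled RGS7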
ABCB1 inh = human ABCB1 inhibition, ABCG2 as counter-screen. 190,000 compounds, 0.067% hits. P08183. inhibition, % at 6.6 µM. CCRF-Adr cells, JC-1 efflux, flow cytometry; in the data active = inhibition above about 40%;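 also: 0% = vehicle and 100% = reference inhibitor; higher value means more JC-1 retained so stronger ABCB1 efflux block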
ABCG2 block = human ABCG2 inhibition, ABCB1 as counter-screen; Q9UNQ0; IgMXP3 cells, JC-1 efflux, flow cytometry; inhibition, % at 6.6 µM; 190,000 compounds, 0.1% hits;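 active = inhibition above 80%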;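 also: 0% = DMSO and 100% = nicardipine control wells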
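material = IgMXP3 (ABCG2) plus far-red-tagged CCRF-Adr (ABCB1) cells | amount = 3 million cells/mL, equal mix of both lines | also added = JC-1 transporter substrate | dosing = one concentration, 6.6 µM final | schedule = 10 min at 25 °C | measured by = flow cytometric JC-1 green MFI at 530 nm | read-out basis = percent efflux inhibition, scaled nicardipine 100% to DMSO 0%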
Bim-Bcl-2 = disrupts Bim peptide binding to human Bcl-2; P10415; Bead-based flow cytometry, Bim peptide-Bcl-2 binding; inhibition, % at 10 µM; 190,000 compounds, 0.06% hits; in the data active = inhibition above about 40%; inconclusive = no clear call, values can overlap the other calls;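 also: 0% = no compound wells with probe peptide and 100% = reference peptide inhibitor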
Target sequence (P10415 whole entry, looked up): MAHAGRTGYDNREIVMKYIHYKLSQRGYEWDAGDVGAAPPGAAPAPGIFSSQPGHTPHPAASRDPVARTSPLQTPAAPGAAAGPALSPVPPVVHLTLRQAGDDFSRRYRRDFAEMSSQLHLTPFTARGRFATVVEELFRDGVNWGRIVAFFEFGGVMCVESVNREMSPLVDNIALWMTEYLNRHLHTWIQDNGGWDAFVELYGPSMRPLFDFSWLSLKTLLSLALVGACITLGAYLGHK
Bfl-1 Bim block = human Bim-Bfl-1 interaction inhibition; Q16548; 190,000 compounds, 0.12% hits; inhibition, % at 10 µM; Bead-based flow cytometry, Bim-Bfl-1 binding inhibition;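 also: 0% = wells without compound plus tracer and 100% = blocker peptide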
Mcl-1 Bim block = inhibitors of Bim-Mcl-1 interaction, human; Q07820; Bead-based flow cytometry, Bim peptide-Mcl-1 binding; inhibition, % at 10 µM; 190,000 compounds, 0.1% hits;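 also: 0% = no compound tracer wells and 100% = peptide blocker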
Target sequence (Q07820 whole entry, looked up): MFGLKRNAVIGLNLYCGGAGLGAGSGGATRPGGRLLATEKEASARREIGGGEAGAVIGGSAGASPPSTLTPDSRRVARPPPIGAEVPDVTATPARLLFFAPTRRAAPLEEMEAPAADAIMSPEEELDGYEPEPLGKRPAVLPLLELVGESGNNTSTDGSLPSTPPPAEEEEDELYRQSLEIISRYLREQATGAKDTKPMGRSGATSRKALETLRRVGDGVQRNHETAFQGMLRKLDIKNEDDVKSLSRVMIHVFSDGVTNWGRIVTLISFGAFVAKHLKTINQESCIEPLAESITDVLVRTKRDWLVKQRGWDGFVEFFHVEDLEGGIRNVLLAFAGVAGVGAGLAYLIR
Bcl-B Bim block = disrupts Bim peptide binding to human Bcl-B; Q9HD36; bead-based flow cytometry; inhibition, % at 10 µM; 190,000 compounds, 0.073% hits; AID 951;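 also: 0% = tracer peptide without compound and 100% = reference inhibitor peptide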
Target sequence (Q9HD36 whole entry, looked up): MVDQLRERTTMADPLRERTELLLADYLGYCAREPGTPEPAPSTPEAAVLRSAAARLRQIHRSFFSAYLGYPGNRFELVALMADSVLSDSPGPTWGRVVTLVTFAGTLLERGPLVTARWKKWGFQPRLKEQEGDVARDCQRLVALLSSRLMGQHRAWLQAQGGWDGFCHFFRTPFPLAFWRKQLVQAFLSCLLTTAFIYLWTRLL
RGS8-Gao = regulators of human RGS8-Galphao interaction; P09471; multiplexed bead flow cytometry, RGS8-Galphao binding; actives lie on both sides; response (percent of control binding), % at 10 µM; 220,000 compounds, 0.34% hits; in the data active = response below about 60% or above about 140%; inactive = in between;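 also: Galphao activated as the GDP aluminium fluoride complex binding bead-coupled RGS8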
Bim-Bcl-XL = disrupts Bim peptide binding to human Bcl-XL; bead flow cytometry, fluorescence; Q07817; 190,000 compounds, 0.04% hits; inhibition, % at 10 µM
Bcl-W Bim block = disrupts Bim peptide binding to human Bcl-W | bead-based flow cytometry | 190,000 compounds, 0.02% hits | AID 952 | inhibition, % at 10 µM;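 also: 0% = bound tracer without compound and 100% = peptide blocker; higher means less fluorescent Bim peptide bound to Bcl-W beads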
Target sequence (Q92843 whole entry, looked up): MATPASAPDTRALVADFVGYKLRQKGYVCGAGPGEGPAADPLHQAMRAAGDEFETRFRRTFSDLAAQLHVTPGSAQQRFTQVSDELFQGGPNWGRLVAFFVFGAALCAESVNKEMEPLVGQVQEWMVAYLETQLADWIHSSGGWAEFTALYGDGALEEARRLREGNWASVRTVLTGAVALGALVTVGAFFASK
RGS4-Gao reg = modulates binding of RGS4 to human Galphao; binding response (% of control), % at 10 µM; P09471; Multiplexed bead flow cytometry; actives lie on both sides; 220,000 compounds, 0.33% hits; in the data active = binding response below about 49% or above about 150%; inactive = in between;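 also: fluorescent Galphao activated with aluminum fluoride binding bead-coupled RGS4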
An asterisk follows results filed as active; ? = inconclusive; . = no result given. Rule as the data show it, unless noted: active = inhibition above about 40%. No enrichment for hits; overall some 0.94% were active at least once.

item	molecule	RGS7-Gao reg	ABCB1 inh	ABCG2 block	Bim-Bcl-2	Bfl-1 Bim block	Mcl-1 Bim block	Bcl-B Bim block	RGS8-Gao	Bim-Bcl-XL	Bcl-W Bim block	RGS4-Gao reg
1	CCc1cc(C(=O)Nc2ccc(C)cc2Br)cs1	105	2.2	45	0	4	-7	-2	114	-6	-6	107
2	C=CCSc1nnc(Cc2cc(=O)[nH]c(=O)[nH]2)n1-c1cc(C)ccc1C	99	-0.1	0	1	0	-2	-5	102	-1	-5	100
3	O=c1c2c(nc3nc(NCc4cccc5ccccc45)[nH]n13)CCC2	101	-0.8	-4	-1	2	0	0	111	-2	2	100
4	CCCc1nc2scc(-c3ccc(C)cc3)c2c(=O)n1N	98	0.2	3	-2	-9	4	-2	100	0	-1	98
5	COCc1nc(-c2ccc(-c3ccc(C)cc3)nc2OC)no1	101	-3.1	-2	-3	1	-2	-2	106	-1	0	99
6	Cc1nc2ccccc2cc1C(=O)NCc1ccco1	106	0.6	1	0	-4	-1	-4	105	-2	-3	107
7	Cc1cccc(OCC(=O)Nc2ccc(C(=O)c3ccc(C(=O)O)cc3)cc2)c1	109	0.1	1	-4	-4	0	-2	102	0	3	106
8	CC(C)(C)NC(=O)CSc1nncn1NCc1c(Cl)cccc1Cl	104	0.5	0	?	.	.	.	106	.	.	102
9	O=C(COC(=O)c1cccc2ccccc12)NCC1CCCO1 (stereo not drawn)	?	1.1	12	1	3	-2	1	103	0	0	104
10	Cc1nc2ccccc2n1C(=O)c1ccc(Cl)cc1[N+](=O)[O-]	100	1.9	3	-1	-1	-1	-3	100	-3	-3	103
11	COc1cc(/C=C2\SC(c3ccc(C)cc3)=NC2=O)ccc1O	115	-0.4	0	-1	4	2	-27	82	-3	2	99
12	CCn1c(Cc2ccccc2)nnc1SCC(=O)Nc1ccccc1N1CCOCC1	100	1.0	1	-32	-30	-33	-38	102	-31	-34	101
13	CCCOc1ccc(-c2cn3ccccc3n2)cc1	101	0.4	12	0	-3	-1	-8	101	-2	3	103
14	O=S(=O)(N1CCCCC1)N1CCN(c2ccc(F)cc2)CC1	101	0.1	1	-2	-1	-3	-1	102	-1	-2	102
15	CCOC(=O)C1CCCN(Cc2cc(Br)ccc2OC)C1 (stereo not drawn)	102	0.9	9	-5	-16	0	-8	101	-2	1	102
16	O=C(CN1CCN(C(=O)c2cccc(F)c2)CC1)NC1CCCCC1	98	0.2	1	0	0	-1	0	97	-2	-1	96
17	CN(C)/C=N/c1cc(=O)n(C)c(=O)n1Cc1ccccc1	105	0.6	5	0	0	-1	-5	103	-1	-3	106
18	O=C(COC(=O)Cc1ccsc1)NCc1ccccc1	105	0.2	10	0	0	0	-3	102	-2	0	102
19	Cc1nnc(SCc2ccccc2)n1N	102	0.3	0	-1	-2	-4	-4	104	-4	-3	100
20	COCCNC(=S)Nc1cc(OC)c(OC)cc1C#N	97	-0.3	1	12	3	19	9	100	32	18	102
21	Cc1ccc(-n2c(SCC(=O)N(C)C3CCS(=O)(=O)C3)nc3ccccc3c2=O)cc1 (stereo not drawn)	103	-2.1	-1	-6	-6	-6	-3	104	-3	-2	100
22	COc1ccc(C(=O)COC(=O)C(CCCCN2C(=O)C3C4C=CC(C4)C3C2=O)N2C(=O)C3C4C=CC(C4)C3C2=O)cc1 (stereo not drawn)	101	6.3	5	3	1	-5	-8	105	-1	-1	106
23	O=C(NN=C(Cc1ccccc1)Cc1ccccc1)c1ccccc1F	?	0.3	22	-1	-4	0	-2	103	-1	0	102
24	CCN(Cc1ccncc1)C(=S)Nc1c(C)cccc1C	98	0.1	4	1	0	1	-2	102	0	1	99
25	CCCCNC(=O)c1onc(CSc2ccc(C)c(C)c2)c1C(=O)O	102	0.4	-5	-20	-20	-3	-6	104	-5	-1	104
26	NC(=O)c1ccc(Oc2ccc(Cl)c3ccccc23)c([N+](=O)[O-])c1	90	0.1	0	-1	0	-2	-7	79	-2	-2	91
27	COc1ccc(-c2coc3cc(OC)cc(OC)c3c2=O)cc1	102	1.8	11	0	6	2	8	102	6	6	100
28	CCCCCCC1CCC(C(=O)N2CCOCC2)CC1 (stereo not drawn)	95	1.3	4	-7	-4	-1	-3	99	-1	-3	98
29	CCNc1nc2nc3ccc(C)cn3c(=O)c2cc1C(=O)NCC1CCCO1 (stereo not drawn)	102	0.1	0	3	-2	2	0	105	0	4	101
30	COCc1nnc(NC(=O)c2cc(OC)c(OC)cc2[N+](=O)[O-])s1	99	1.5	18	5	0	-1	0	100	1	2	98

Molecules from the list above that contain an aryl methoxy group, in the order listed:
item	molecule	RGS7-Gao reg	ABCB1 inh	ABCG2 block	Bim-Bcl-2	Bfl-1 Bim block	Mcl-1 Bim block	Bcl-B Bim block	RGS8-Gao	Bim-Bcl-XL	Bcl-W Bim block	RGS4-Gao reg
5	COCc1nc(-c2ccc(-c3ccc(C)cc3)nc2OC)no1	101	-3.1	-2	-3	1	-2	-2	106	-1	0	99
11	COc1cc(/C=C2\SC(c3ccc(C)cc3)=NC2=O)ccc1O	115	-0.4	0	-1	4	2	-27	82	-3	2	99
15	CCOC(=O)C1CCCN(Cc2cc(Br)ccc2OC)C1 (stereo not drawn)	102	0.9	9	-5	-16	0	-8	101	-2	1	102
20	COCCNC(=S)Nc1cc(OC)c(OC)cc1C#N	97	-0.3	1	12	3	19	9	100	32	18	102
22	COc1ccc(C(=O)COC(=O)C(CCCCN2C(=O)C3C4C=CC(C4)C3C2=O)N2C(=O)C3C4C=CC(C4)C3C2=O)cc1 (stereo not drawn)	101	6.3	5	3	1	-5	-8	105	-1	-1	106
27	COc1ccc(-c2coc3cc(OC)cc(OC)c3c2=O)cc1	102	1.8	11	0	6	2	8	102	6	6	100
30	COCc1nnc(NC(=O)c2cc(OC)c(OC)cc2[N+](=O)[O-])s1	99	1.5	18	5	0	-1	0	100	1	2	98

Further structures
Assay codes: A = RGS7-Gao reg; B = ABCB1 inh; C = ABCG2 block; D = Bim-Bcl-2; E = Bfl-1 Bim block; F = Mcl-1 Bim block; G = Bcl-B Bim block; H = RGS8-Gao; I = Bim-Bcl-XL; J = Bcl-W Bim block; K = RGS4-Gao reg
31: Cc1cc(C)cc(N(C(=O)c2ccc3c(c2)OCO3)C2C=CS(=O)(=O)C2)c1 (stereo not drawn)
  A: 102	B: 0.3	C: 2	D: -3	E: -12	F: 2	G: -5	H: 100	I: -3	J: 0	K: 99
32: CCCCNC(=O)N1CCN(c2ncccn2)CC1
  A: 100	B: -0.4	C: -1	D: 0	E: 0	F: 2	G: -3	H: 99	I: 0	J: -1	K: 99
33: COCCNC(=O)C(c1ccc(Cl)cc1)N(C(=O)Cn1nnc2ccccc21)c1cccnc1 (stereo not drawn)
  A: 95	B: 0.1	C: 1	D: -1	E: -9	F: 1	G: -3	H: 95	I: -3	J: -2	K: 89
34: COC(=O)CSc1nnc(CCc2nc3ccccc3[nH]2)n1C
  A: 100	B: -0.3	C: 6	D: -7	E: -21	F: -6	G: -9	H: 101	I: -10	J: -4	K: 100
35: O=C(Cn1cnc2c(nnn2Cc2ccc(F)cc2)c1=O)OCc1ccccc1
  A: 103	B: 0.7	C: 6	D: -3	E: -2	F: -4	G: -8	H: 105	I: -6	J: -6	K: 103
36: COC(=O)c1ccccc1S(=O)(=O)N(Cc1cc2cc3c(cc2[nH]c1=O)OCO3)C1CCCCC1
  A: 101	B: 0.5	C: 2	D: 1	E: 1	F: 0	G: 0	H: 101	I: 0	J: 0	K: 101
37: CC(C)(C)C1CCC(OC(=O)CCC(=O)Nc2ccccc2)CC1 (stereo not drawn)
  A: 102	B: 0.0	C: 0	D: -7	E: -10	F: -5	G: -4	H: 98	I: -4	J: -2	K: 99
38: COc1ccc(Nc2nc(C)cc(=O)[nH]2)cc1
  A: 100	B: -0.1	C: 0	D: -1	E: -9	F: 1	G: 0	H: 101	I: -4	J: 1	K: 106
39: CC(C(=O)NCCCc1ccccc1)c1ccc([N+](=O)[O-])cc1 (stereo not drawn)
  A: 88	B: 3.5	C: 16	D: -4	E: -5	F: 1	G: -2	H: 90	I: -2	J: 0	K: 81
40: CCOC(=O)c1cn(-c2ccc(F)c(F)c2)c2c(F)c(F)c(F)c(F)c2c1=O
  A: 110	B: -5.4	C: -3	D: -11	E: -7	F: 0	G: -9	H: 103	I: -5	J: -2	K: 100
41: Cc1cccc(NC(=S)NCc2ccc3c(c2)OCO3)c1
  A: 102	B: 0.0	C: 1	D: -11	E: -10	F: -4	G: -9	H: 105	I: -11	J: -6	K: 104
42: CCn1c(=O)c([N+](=O)[O-])c(Cl)c2ccccc21
  A: 102	B: 1.0	C: 9	D: 12	E: 13	F: 7	G: 3	H: 97	I: 10	J: 8	K: 100
43: O=C(Nc1ccc2c(c1)OCO2)C1CCN(S(=O)(=O)c2ccc3c(c2)OCCO3)CC1
  A: 99	B: -0.1	C: 1	D: 2	E: 0	F: 3	G: 0	H: 101	I: -1	J: 2	K: 101
44: CCOc1cc(CNCCO)cc(Br)c1OCc1cccs1
  A: 98	B: 0.5	C: 2	D: 0	E: 0	F: 0	G: -2	H: 98	I: 2	J: -2	K: 100
45: Cc1cc(C2C(C#N)=C(N)OC3=C2C(=O)CC(C)(C)C3)c(C)s1 (stereo not drawn)
  A: 99	B: 0.3	C: 1	D: -4	E: 0	F: -1	G: -5	H: 99	I: -1	J: -2	K: 96
46: CSc1ccc(/C=C/C(=O)Nc2ccccc2)cc1
  A: 99	B: 2.1	C: 14	D: -5	E: -7	F: -1	G: -1	H: 103	I: 0	J: -1	K: 101
47: CCc1ccc(OCC(=O)N/N=C(\C)c2ccc(O)cc2O)cc1
  A: ?	B: -0.1	C: 4	D: 0	E: -5	F: 0	G: -2	H: 99	I: -1	J: 0	K: 97
48: Cc1ccc(-n2c(COc3ccccc3)n[nH]c2=S)cc1
  A: 102	B: 0.0	C: 0	D: -1	E: -1	F: -5	G: -36	H: 101	I: -9	J: -7	K: 103
49: O=C(O)c1oc2ccccc2c1CN1CCN(c2ccccc2)CC1
  A: 88	B: 0.2	C: 0	D: 0	E: -2	F: 1	G: 0	H: 97	I: -1	J: 1	K: 88
50: COc1ccc(NC(=O)C2CCCN(S(=O)(=O)c3cccs3)C2)cc1OC (stereo not drawn)
  A: 100	B: 0.0	C: 14	D: -23	E: -13	F: -124	G: -35	H: 102	I: 8	J: 3	K: 103

Part of the list above with just Bcl-W Bim block and Mcl-1 Bim block.
| no. | SMILES | Bcl-W Bim block | Mcl-1 Bim block |
| --- | --- | --- | --- |
| 47 | CCc1ccc(OCC(=O)N/N=C(\C)c2ccc(O)cc2O)cc1 | 0 | 0 |
| 48 | Cc1ccc(-n2c(COc3ccccc3)n[nH]c2=S)cc1 | -7 | -5 |
